From PubChem BioAssay
Yfh1-off respiration: mitochondrial function rescue without frataxin homolog – Friedreich's ataxia, plus single-dose screen, dose response (AID 1465); S. cerevisiae Yfh1-off respiration, WST-1 reduction, 72 h; higher fold induction means a stronger effect; fold induction at 50 µM, or EC50 in µM where a hit was titrated; 220,000 compounds, 0.074% hits;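 active = fold induction of absorbance versus untreated yeast above a set limit, then at least 30% activation at any dose in follow-up; inconclusive = repeats straddling the limit, or above it without dose testing; inactive = fold induction below the set limit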;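 also: activators that raise dye reduction in frataxin-depleted yeast; strong numbers were not always called active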
P. falciparum M17LAP: P. falciparum M17LAP inhibitors, primary screen, biochemical, fluorogenic H-Leu-NHMec substrate, 1536-well (AID 1619); recombinant M17LAP, H-Leu-NHMec fluorogenic kinetic assay; higher % means a stronger effect; inhibition, % at 30 µM; hits with a dose series show IC50 in µM; 220,000 compounds, 0.38% hits;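 active = compound inhibiting the enzyme by more than half at any dose during confirmatory dose-response retesting; inconclusive = strong single-dose inhibitors picked by rank but not retested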;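 also: plate controls were full reaction with DMSO carrier for no effect and no enzyme background for full effect; strong numbers were not always called active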
M1AAP inhibition: malaria alanyl aminopeptidase activity blockers – biochemical, fluorogenic H-Leu-NHMec substrate, 1536-well (AID 1445); one-dose inhibition, % at 30 µM; IC50 in µM for titrated hits; 220,000 compounds, 0.42% hits; recombinant M1AAP, H-Leu-NHMec fluorogenic kinetic assay; higher % means a stronger effect;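 active = primary inhibition above the hit cutoff, then over 50% inhibition at one or more dose response concentrations, cut at about 23% in these data, passing the limit was not always enough; inconclusive = conflicting primary data, or primary hits not chosen for dose response; inactive = low primary inhibition, or under 50% at every dose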;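 also: plate controls were DMSO full reaction for no effect and no enzyme background for full effect; strong numbers were not always called active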
MT stabilizer: stabilizes microtubules in HeLa cells; % tubulin-high responders, % at 10 µM; 200,000 compounds, 0.83% hits; HeLa tubulin immunostaining HCS, 24 h; share of cells brighter than vehicle mean+2SD;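 active = plate Z-score above 3 for both tubulin-high and condensed-nucleus cell shares, with cell loss under 80%, at 10 µM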;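 also: anti alpha tubulin signal scored within the nucleus-defined area of each cell; some results filed as inactive read as strong as hits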
Dynein transport: blocks dynein driven cargo transport along microtubules. 220,000 compounds, 0.47% hits. 3617.4 mouse cells, GR-EGFP nuclear translocation imaging; test concentration mostly 20 µM; stimulated with dexamethasone, 1 µM; active compounds read low. z-score, hits read low. AID 1381;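 active = plate z-score of nuclear minus cytoplasmic receptor signal below a set negative limit, without overly bright fluorescence or cell loss, cut at about -3.5 in these data, passing the limit was not always enough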;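 also: z-score of nuclear minus cytoplasmic ring GR-EGFP intensity difference per well; some compounds called inactive have numbers as strong as hits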
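Buffer or medium: Induction medium lacking tetracycline, stripped serum | Also added: Dexamethasone agonist, 1.0 µM final, for 30 min | Timing: 48 h induction, 1 h compound, 30 min dex at 37 °C | Detection: Formaldehyde fixation, Hoechst nuclear stain, 10x automated fluorescence imaging | Measure: Nuclear versus cytoplasmic GR-EGFP signal, averaged per well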
Hep lipid drop: modulators of hepatic lipid droplet formation. AML12 mouse hepatocytes, oleate lipid droplets, BODIPY imaging. inhibition, % at 6.5 µM. 240,000 compounds, 0.4% hits. AID 1656;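 active = lipid droplet intensity inhibited by at least 50%, with more than 500 cells counted; inconclusive = wells with under 300 cells, treated as cytotoxic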
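Material – mouse AML12 hepatocyte cell line, fixed after treatment · Compound dosing – one dose, 6.5 µM compound · Times – compound with oleate, overnight · Measured by – Image-based BODIPY and DAPI two-channel analysis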
Ins promoter up: MIN6 insulin promoter up-regulation. MIN6 insulin promoter-GFP reporter, high-content imaging; active compounds read high. z-score at 5 µM. 190,000 compounds, 0.3% hits;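 active = z-score above 3 at 5 µM with at least 500 cells counted in the well; inconclusive = wells under 500 cells, flagged as cytotoxic or low count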
ER stress rescue: protection against thapsigargin-triggered cell killing – 384-well, CSM14.1, ATP luminescence, primary screen (AID 1222); CSM14.1 thapsigargin-induced death rescue, ATP luminescence; higher % means a stronger effect; cellular ATP content (survival), % at 20 µM; hits with a dose series show EC50 in µM; 190,000 tested, under 10 active;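 active = EC50 below 50 µM in the dose-response confirmation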;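 also: death triggered by thapsigargin at about 15 µM added after 2 h compound pretreatment; cell ATP read after overnight thapsigargin exposure of roughly 18 to 22 hours; normalized against plate controls of thapsigargin alone and 5% DMSO vehicle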
Autophagy mod: modulators of autophagy; MEF GFP-LC3 puncta imaging; test concentration mostly 10 µM; calls only at 10 µM (by protocol); 190,000 compounds, 0.98% hits; AID 463193;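 active = percentage of spot-positive cells more than 3 SD above its plate mean, without a fluorescence outlier flag or 80% toxicity; inconclusive = no clear call, values can overlap the other calls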;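 also: spot-positive cell cutoff set from DMSO-treated cells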
Dynein transport cytoplasmic EGFP: further read-out of Dynein transport, marked with its call; z-score; measured here: cytoplasmic GR-EGFP intensity; active compounds read high
Dynein transport nuclear GR-EGFP: further read-out of Dynein transport, marked with its call; z-score; measured here: nuclear GR-EGFP intensity;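 lower value marks the stronger effect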
Dynein transport cell count: recorded beside Dynein transport, whose call it bears; z-score; measured here: cell count per field
Ins promoter up cell count: further read-out of Ins promoter up, marked with its call; cell count; measured here: cytotoxicity, nuclei count;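 total cells summed across four imaged fields per well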
Hep lipid drop cells 6.5 µM: recorded beside Hep lipid drop, whose call it bears; cell count; measured here: cell count, cytotoxicity flag;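 cells counted across two imaged fields per well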
MT stabilizer Hoechst-high %: second read-out of MT stabilizer, no call of its own (marks repeat the call); % Hoechst-high responders; measured here: nuclear condensation Hoechst responders;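 share of cells brighter than vehicle mean plus two SD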
MT stabilizer cytotoxicity %: recorded beside MT stabilizer, whose call it bears; toxicity, %; measured here: cytotoxicity by cell density;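 0% = mean cell density of plate MIN control wells and 100% = no cells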
Autophagy mod cell loss 18 h: further read-out of Autophagy mod, marked with its call; toxicity, %; measured here: cell loss, nuclei count;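 cell loss after 18 h compound exposure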
Numbers without * were called inactive.

O=C(NCc1ccccn1)c1ccc(Cn2cc(C(F)(F)F)ccc2=O)cc1 was read as Yfh1-off respiration inactive, P. falciparum M17LAP 2%, M1AAP inhibition 2%, MT stabilizer 8.7, Dynein transport -0.18, Ins promoter up 0.96, ER stress rescue -0.1%, Autophagy mod inactive, Dynein transport cytoplasmic EGFP -0.24, Dynein transport nuclear GR-EGFP 0.23, Dynein transport cell count 0.21, Ins promoter up cell count 1037, MT stabilizer Hoechst-high % 1.7, MT stabilizer cytotoxicity % 7.1 and Autophagy mod cell loss 18 h 5.
`CCOc1ccc(-n2c(C)nc(O)c2N=Nc2ccccc2)cc1` gave Yfh1-off respiration inactive, P. falciparum M17LAP -8%, M1AAP inhibition -4%, MT stabilizer 2.9, Dynein transport 0.22, Hep lipid drop 21, Ins promoter up -0.34, ER stress rescue -6.2%, Autophagy mod inactive, Dynein transport cytoplasmic EGFP -0.24, Dynein transport nuclear GR-EGFP 0.19, Dynein transport cell count -0.14, Ins promoter up cell count 833, Hep lipid drop cells 6.5 µM 697, MT stabilizer Hoechst-high % 2.1, MT stabilizer cytotoxicity % 8.5 and Autophagy mod cell loss 18 h 11.
`CCN(CC)S(=O)(=O)c1ccc(/C=C/C(=O)Nc2ccc(F)c(F)c2F)cc1` gave Yfh1-off respiration inactive, P. falciparum M17LAP 2%, M1AAP inhibition 8%, MT stabilizer 3.6, Dynein transport -0.62, Hep lipid drop 3, Ins promoter up inconclusive, ER stress rescue 7.9%, Autophagy mod inactive, Dynein transport cytoplasmic EGFP -0.33, Dynein transport nuclear GR-EGFP -0.63, Dynein transport cell count 0.86, Hep lipid drop cells 6.5 µM 581, MT stabilizer Hoechst-high % 4.4, MT stabilizer cytotoxicity % 13 and Autophagy mod cell loss 18 h -6.
For N#Cc1cc2c(=O)n3ccccc3nc2n(-c2ccc(Cl)cc2)c1=O the results were Yfh1-off respiration inactive, P. falciparum M17LAP -2%, M1AAP inhibition 6%, MT stabilizer 4.9, Dynein transport -0.43, Hep lipid drop 11, Ins promoter up 0.01, ER stress rescue -0.2%, Autophagy mod inactive, Dynein transport cytoplasmic EGFP -0.16, Dynein transport nuclear GR-EGFP 0.3, Dynein transport cell count 0.26, Ins promoter up cell count 1111, Hep lipid drop cells 6.5 µM 696, MT stabilizer Hoechst-high % 2.7, MT stabilizer cytotoxicity % 3.5 and Autophagy mod cell loss 18 h 2.
For COC(=O)c1cc(S(=O)(=O)Nc2nn(C)c3cccc(F)c23)oc1C the results were Yfh1-off respiration inactive, P. falciparum M17LAP -6%, M1AAP inhibition 4%, Dynein transport 0.68, Hep lipid drop 9, Ins promoter up 0.27, Dynein transport cytoplasmic EGFP -0.19, Dynein transport nuclear GR-EGFP 0.33, Dynein transport cell count -0.45, Ins promoter up cell count 1157 and Hep lipid drop cells 6.5 µM 763.
For CCn1nc(CCC(=O)O)c2ccccc2c1=O the results were Yfh1-off respiration inactive, P. falciparum M17LAP 0%, M1AAP inhibition -1%, MT stabilizer 1.7, Dynein transport 1.5, Hep lipid drop 2, Ins promoter up 0.01, ER stress rescue 0.5%, Autophagy mod inactive, Dynein transport cytoplasmic EGFP -0.2, Dynein transport nuclear GR-EGFP 0.62, Dynein transport cell count 0.23, Ins promoter up cell count 1154, Hep lipid drop cells 6.5 µM 729, MT stabilizer Hoechst-high % 1.5, MT stabilizer cytotoxicity % 4.2 and Autophagy mod cell loss 18 h -5.
For CC(CCn1cccn1)NC(=O)CCc1nnc(C2CCCCC2)o1 (centres undefined) the results were Yfh1-off respiration inactive, P. falciparum M17LAP 11%, M1AAP inhibition 4%, MT stabilizer 2.5, Dynein transport -1.2, Hep lipid drop 10, Ins promoter up -0.81, ER stress rescue -1.1%, Autophagy mod inactive, Dynein transport cytoplasmic EGFP -0.28, Dynein transport nuclear GR-EGFP -0.65, Dynein transport cell count 0.64, Ins promoter up cell count 1483, Hep lipid drop cells 6.5 µM 745, MT stabilizer Hoechst-high % 1.6, MT stabilizer cytotoxicity % 3.4 and Autophagy mod cell loss 18 h -6.
`Cc1ccc(C)c(-n2nnnc2SCC(=O)NCCC2=CCCCC2)c1` gave Yfh1-off respiration inactive, P. falciparum M17LAP -4%, M1AAP inhibition 5%, MT stabilizer 1.3, Dynein transport 0.34, Hep lipid drop -22, Ins promoter up 0.82, ER stress rescue -2.2%, Autophagy mod inactive, Dynein transport cytoplasmic EGFP -0.23, Dynein transport nuclear GR-EGFP 0.44, Dynein transport cell count -0.24, Ins promoter up cell count 1795, Hep lipid drop cells 6.5 µM 610, MT stabilizer Hoechst-high % 1.4, MT stabilizer cytotoxicity % 3.6 and Autophagy mod cell loss 18 h -1.
Screening Cc1ccc(OCC(=O)Nc2ccccc2N2CCCC2)c(C)c1 returned Yfh1-off respiration inactive, P. falciparum M17LAP 3%, M1AAP inhibition 4%, MT stabilizer 1.5, Dynein transport -0.46, Hep lipid drop -32, Ins promoter up 0.44, ER stress rescue 0.2%, Autophagy mod inactive, Dynein transport cytoplasmic EGFP -0.18, Dynein transport nuclear GR-EGFP -0.34, Dynein transport cell count -0.013, Ins promoter up cell count 1122, Hep lipid drop cells 6.5 µM 712, MT stabilizer Hoechst-high % 2.2, MT stabilizer cytotoxicity % 8.2 and Autophagy mod cell loss 18 h -8.
CC(=O)N1CCN(C(=S)c2ccc([N+](=O)[O-])cc2)CC1 was read as Yfh1-off respiration inactive, P. falciparum M17LAP 14%, M1AAP inhibition 2%, MT stabilizer 2.7, Dynein transport -0.75, Hep lipid drop -5, Ins promoter up 0.62, ER stress rescue 1.3%, Autophagy mod inactive, Dynein transport cytoplasmic EGFP -0.13, Dynein transport nuclear GR-EGFP -0.46, Dynein transport cell count 0.23, Ins promoter up cell count 2073, Hep lipid drop cells 6.5 µM 647, MT stabilizer Hoechst-high % 1.5, MT stabilizer cytotoxicity % 7.3 and Autophagy mod cell loss 18 h -35.
For CCCCCCCNc1nc(Cl)nc(NCCO)n1 the results were Yfh1-off respiration inactive, P. falciparum M17LAP 0%, M1AAP inhibition -1%, MT stabilizer 4.4, Dynein transport -0.71, Hep lipid drop -10, Ins promoter up -0.68, ER stress rescue 0.2%, Autophagy mod inactive, Dynein transport cytoplasmic EGFP -0.3, Dynein transport nuclear GR-EGFP -0.37, Dynein transport cell count 1, Ins promoter up cell count 1330, Hep lipid drop cells 6.5 µM 534, MT stabilizer Hoechst-high % 2.3, MT stabilizer cytotoxicity % 1.3 and Autophagy mod cell loss 18 h 7.
COc1ccccc1NCCC(=O)OCC(=O)NC1CCCCC1 was read as Yfh1-off respiration inactive, P. falciparum M17LAP 8%, M1AAP inhibition -5%, MT stabilizer 8.2, Dynein transport 1.1, Hep lipid drop 13, Ins promoter up -0.93, ER stress rescue -1.9%, Autophagy mod inactive, Dynein transport cytoplasmic EGFP -0.17, Dynein transport nuclear GR-EGFP 0.59, Dynein transport cell count -0.72, Ins promoter up cell count 1306, Hep lipid drop cells 6.5 µM 612, MT stabilizer Hoechst-high % 1.6, MT stabilizer cytotoxicity % 2.2 and Autophagy mod cell loss 18 h 19.
For O=C(CN1CCN(S(=O)(=O)c2ccc(Br)cc2)CC1)N/N=C/c1ccco1 the results were Yfh1-off respiration inactive, P. falciparum M17LAP 12%, M1AAP inhibition 5%, MT stabilizer 8.1, Dynein transport 0.55, Hep lipid drop -6, Ins promoter up 0.09, ER stress rescue -0.6%, Autophagy mod inactive, Dynein transport cytoplasmic EGFP -0.27, Dynein transport nuclear GR-EGFP 0.49, Dynein transport cell count 0.035, Ins promoter up cell count 1156, Hep lipid drop cells 6.5 µM 629, MT stabilizer Hoechst-high % 1.4, MT stabilizer cytotoxicity % 3.5 and Autophagy mod cell loss 18 h 3.
`CCOC(=O)C1CCN(C(=S)Nc2cccc(C)c2)CC1` gave Yfh1-off respiration inactive, P. falciparum M17LAP 10%, M1AAP inhibition -3%, MT stabilizer 2.0, Dynein transport 0.16, Hep lipid drop 3, Ins promoter up -0.56, ER stress rescue -1.6%, Autophagy mod inactive, Dynein transport cytoplasmic EGFP -0.15, Dynein transport nuclear GR-EGFP 0.4, Dynein transport cell count 0.15, Ins promoter up cell count 1527, Hep lipid drop cells 6.5 µM 696, MT stabilizer Hoechst-high % 1.2, MT stabilizer cytotoxicity % 8.3 and Autophagy mod cell loss 18 h 15.
`COc1cc(CCC(=O)OCC(=O)NCC2CCCCC2)cc(OC)c1OC` gave Yfh1-off respiration inactive, P. falciparum M17LAP -1%, M1AAP inhibition 4%, MT stabilizer 3.3, Dynein transport -0.58, Hep lipid drop 5, Ins promoter up 1.4, ER stress rescue -0.8%, Autophagy mod inactive, Dynein transport cytoplasmic EGFP 0.95, Dynein transport nuclear GR-EGFP 0.34, Dynein transport cell count 0.31, Ins promoter up cell count 1168, Hep lipid drop cells 6.5 µM 702, MT stabilizer Hoechst-high % 3.4, MT stabilizer cytotoxicity % 3.2 and Autophagy mod cell loss 18 h 4.
